Cl transport mod: modulates chloride dependent transport by human KCC2; 2.2% of 190,000 active; Q9H2X9; KCC2 cells, thallium flux FluoZin-2 fluorescence; B-score of Tl+ flux slope (higher = more flux/activation; lower = inhibition) at 10 µM;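 active = thallium flux slope and its plate-corrected score both differing from the plate sample mean at a set confidence after two filtering rounds, in either direction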;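 note: slope of fluorescence scaled to starting intensity during 10 to 20 s after thallium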
L929 necroptosis: L929 zVAD cell death inhibition | 0.38% of 220,000 active | viability rescue, % at 10 µM | AID 1377 | L929 zVAD necroptosis rescue, ATP luminescence, 24 h; with zVAD 60 µM;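 active = activation, scaled between plate controls, above about 75%, limit read from the data; inactive = activation under that limit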;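 note: 0% = zVAD with DMSO and 100% = DMSO alone without zVAD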
thrombin 1536: inhibitors of human thrombin. 0.26% of 220,000 active. inhibition, % at 5 µM. alpha-thrombin, Boc-VPR-AMC fluorogenic substrate cleavage;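 active = inhibition at or above 40%; inactive = inhibition below 40%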;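 note: 0% = enzyme with no compound and 100% = wells without enzyme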
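Test system: human alpha-thrombin protein / Dosing: one concentration per compound, 5 µM, with 0.2% DMSO / Medium: pH 7.5 Tris-saline with Tween 20 / Benchmarks: no-compound enzyme wells and no-enzyme blanks / Read-out basis: percent inhibition of thrombin substrate cleavage / Timing: reaction at room temperature / Measured by: fluorescence, ex 355 nm, em 460 nm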
FXIIa inh: inhibitors of human coagulation factor XIIa; inhibition, % at 5 µM; P00748; purified FXIIa, Boc-QGR-AMC fluorogenic substrate, 2 h; AID 800; 0.3% of 220,000 active; in the data active = inhibition above about 40%;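 note: 0% = enzyme with no compound and 100% = blank without enzyme; many of its hits are not listed in these tables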
Target sequence (P00748 20-372 limits assumed): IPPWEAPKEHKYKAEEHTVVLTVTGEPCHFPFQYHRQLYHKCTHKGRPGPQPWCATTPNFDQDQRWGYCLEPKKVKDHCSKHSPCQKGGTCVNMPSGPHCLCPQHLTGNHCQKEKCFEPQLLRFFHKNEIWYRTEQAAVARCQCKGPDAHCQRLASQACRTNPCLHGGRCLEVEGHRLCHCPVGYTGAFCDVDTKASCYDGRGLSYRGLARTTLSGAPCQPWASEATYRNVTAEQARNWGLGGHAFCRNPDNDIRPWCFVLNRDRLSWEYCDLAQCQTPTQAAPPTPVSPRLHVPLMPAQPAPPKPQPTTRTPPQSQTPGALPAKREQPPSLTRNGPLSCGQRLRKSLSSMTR
Target sequence (P00748 373-615 limits assumed): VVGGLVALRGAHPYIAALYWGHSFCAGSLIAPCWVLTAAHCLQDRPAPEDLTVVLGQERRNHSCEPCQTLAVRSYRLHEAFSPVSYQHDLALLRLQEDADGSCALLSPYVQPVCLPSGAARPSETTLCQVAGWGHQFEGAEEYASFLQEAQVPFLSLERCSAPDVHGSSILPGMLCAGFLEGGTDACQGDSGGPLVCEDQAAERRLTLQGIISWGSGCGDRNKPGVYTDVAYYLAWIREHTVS
Rad51 HR inh: blocks human Rad51 in homologous recombination. Q06609. hRad51 DNA strand exchange, fluorescence dequenching. inhibition, % at 10 µM. 0.085% of 200,000 active;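 active = inhibition above 40% at the single screening dose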;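 note: 0% = DMSO control wells and 100% = blanks with heterologous ssDNA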
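Material: hRad51 filaments on single-stranded DNA; Reagent: Donor/quencher-labelled 47-bp dsDNA substrate; Compound: 10 µM final, single point; Schedule: 37 °C 15-min filament assembly, 30-min compound preincubation, 15-min exchange; Technique: FRET fluorescence, excitation 485 nm, emission 520 nm; Benchmarks: control wells and blank wells on each plate.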
TNF necrop inh: TNF-alpha cell death inhibition in Jurkat FADD-/- cells | Jurkat FADD-/- TNF necroptosis rescue, ATP luminescence, 24 h; 0 = TNF only, 100 = no-TNF cells | AID 463075 | activation (protection from cell death), % at 10 µM | 0.068% of 220,000 active;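 active = activation, meaning protection from cell death, of at least 50% relative to plate controls; inactive = activation below 50%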;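 note: necroptosis triggered by 40 ng/mL TNF-alpha added together with compound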
KLK5 inh: inhibitors of human kallikrein 5; AID 873; inhibition, % at 5 µM; 0.59% of 210,000 active; Q9Y337; recombinant hK5, fluorogenic AMC substrate cleavage;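 active = inhibition of 40% or more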;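 note: 0% = enzyme controls without compound and 100% = no-enzyme blanks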
Target sequence (Q9Y337 67-293 limits assumed): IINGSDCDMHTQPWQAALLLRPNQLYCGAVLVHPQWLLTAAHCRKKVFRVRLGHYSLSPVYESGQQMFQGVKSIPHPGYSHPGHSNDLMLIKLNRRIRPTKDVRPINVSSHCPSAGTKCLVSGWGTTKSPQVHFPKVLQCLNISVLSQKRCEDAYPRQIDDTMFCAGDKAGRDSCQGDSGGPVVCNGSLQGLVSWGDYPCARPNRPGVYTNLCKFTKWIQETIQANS
Hck-Nef inh: human Hck-Nef kinase inhibition; Recombinant Hck-YEEI plus Nef, Z-Lyte FRET kinase assay; 0.68% of 220,000 active; inhibition, % at 20 µM;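 active = Hck-Nef kinase inhibition above about 50%, limit read from the data; inactive = inhibition below that limit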;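 note: 0% = DMSO with Hck plus Nef and 100% = Hck alone without Nef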
FXIa inh 1536: inhibitors of human coagulation factor XIa; P03951; purified FXIa, Boc-Glu-Ala-Arg-AMC fluorogenic substrate; inhibition, % at 5 µM; 0.14% of 220,000 active; AID 798;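 active = inhibition of at least 40%; inactive = inhibition below 40%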;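 note: fluorescence of freed AMC excited at 355 nm; 0% = enzyme without compound and 100% = no enzyme blank; many of its hits are not listed in these tables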
Active calls of the source: *; . = no result given. This is a subset (hit frequency here may not be typical).

SMILES	Cl transport mod	L929 necroptosis	thrombin 1536	FXIIa inh	Rad51 HR inh	TNF necrop inh	KLK5 inh	Hck-Nef inh	FXIa inh 1536
CCC(=O)NC(=S)Nc1cc(C(=O)O)ccc1OC	-0.145	-0.8	-10.9	8.5	-7.8	-0.2	-5.0	14.7	3.0
CC(=O)N(C(C)=O)N1C(=O)/C(=C/c2ccc(Cl)cc2)SC1=S	-0.691	2.0	-3.5	-3.0	11.5	-1.1	-7.4	9.0	-9.4
Cc1nn(CC#N)c(=O)n1-c1ccc(C(C)C)cc1	0.158	2.4	-0.2	-1.2	-4.7	-0.6	-20.7	3.0	-4.4
COc1ccc(C2C(C(=O)Nc3cccc(C)n3)CCC(=O)N2c2ccc(OC)cc2)cc1 (stereo unspecified)	1.32	0.1	2.0	11.2	2.9	-0.5	-1.8	2.6	-4.5
O=C(O)/C=C/C(=O)Nc1ccc(Cl)c(C(=O)O)c1	0.826	0.5	3.4	14.8	-11.6	-0.6	0.7	10.6	-1.8
COc1ccc(NC(=O)c2ccc(NC(=O)CSc3nccc(=O)[nH]3)cc2)cc1	0.244	-0.2	-5.2	4.5	0.0	3.2	-5.7	33.7	-3.6
Cn1c(SCc2cc(=O)n3cc(Br)ccc3n2)nnc1C1COc2ccccc2O1 (stereo unspecified)	-1.6	0.5	-7.0	-3.5	-7.9	-3.8	1.4	-0.2	-6.5
COc1ccc(OC)c(NC(=O)CN(c2ccc(C(C)C)cc2)S(=O)(=O)c2c(C)noc2C)c1	.	2.3	-3.5	7.8	-0.9	-2.6	-0.8	-0.1	-2.4
O=[N+]([O-])c1ccc(C2Nc3cccc4cccc(c34)N2)cc1	-0.0647	1.3	11.6	9.0	-2.6	-0.6	63.3*	0.1	14.8
Cn1c(=O)c2c(ncn2CC(O)CNc2ccc(Br)cc2)n(C)c1=O (stereo unspecified)	.	-0.6	0.1	-3.8	4.3	-0.8	-19.4	9.3	-11.1
Cc1cccc(NS(=O)(=O)c2cccc3cccnc23)n1	0.569	2.0	-3.5	12.4	-1.8	-0.2	-0.1	-1.6	6.4
CC(=O)C1=C(C)OC(N)=C(C#N)C1c1cccc2ccccc12 (stereo unspecified)	-0.172	-1.1	0.1	4.1	-21.6	-5.5	-8.0	2.7	-5.8
C=CCOc1ccc(C(=O)N(Cc2ccc(N(C)C)cc2)C2CCS(=O)(=O)C2)cc1 (stereo unspecified)	.	-0.6	1.4	11.5	2.4	0.7	-16.9	-1.3	5.1
COC(=O)c1ccc(NC(=O)Cn2nc(C)cc2C)cc1	-0.0555	11.1	16.3	8.7	-16.9	0.7	4.6	23.7	2.1
CC1CCCN(S(=O)(=O)c2cccc(-c3cn4cccnc4n3)c2)C1 (stereo unspecified)	-0.07	-0.1	-8.6	-10.8	.	-0.4	-10.7	3.5	-11.9
CCCCN1C(=O)C(NC(=O)C2CC2)(C(F)(F)F)C2=C1CC(C)(C)CC2=O (stereo unspecified)	0.092	2.7	-3.4	7.9	1.1	-1.2	6.0	0.2	-1.7
O=C(CCN1C(=O)c2ccncc2C1=O)NCc1ccc(Cl)cc1	.	1.8	-3.4	12.1	-2.9	1.3	-20.3	8.1	-0.9
O=C(NC(CO)Cc1ccccc1)c1ccccc1 (stereo unspecified)	0.184	0.4	-2.7	17.0	5.4	1.0	-17.0	0.7	3.0
COc1cccc(-n2nc(C(N)=O)c(O)cc2=O)c1	.	3.4	0.9	13.3	-2.7	-0.7	-0.9	20.1	-6.8
O=C(CN1CCC(NC(=O)c2ccccc2F)CC1)Nc1ccc2c(c1)OCCO2	-0.434	28.0	-11.7	11.2	3.2	0.9	-0.9	17.1	-5.3
CC(=O)NC1C(=O)N=C(SCc2ccccc2)NC1=O (stereo unspecified)	0.871	0.1	0.7	14.5	-5.6	0.6	-3.6	-1.3	-1.1
COC(=O)CC(NC(=O)c1ccc(C)cc1)c1ccc2c(c1)OCO2 (stereo unspecified)	-0.808	0.2	-1.2	-11.0	1.1	4.7	10.2	-0.4	-2.8
OCC1CCN(Cc2cn(Cc3ccccc3)nc2-c2cc3ccccc3o2)CC1	.	1.7	0.5	5.3	18.3	1.9	.	6.2	0.5
CCOC(=O)C(C)Sc1ccc2nnc(-c3ccc(F)cc3)n2n1 (stereo unspecified)	-1.69	-0.2	4.9	-0.1	-0.9	-0.5	5.1	-1.6	-1.7
CCOC(=O)COc1ccc(N)cc1CC(NC(C)=O)(C(=O)OCC)C(=O)OCC	0.454	-1.0	0.6	9.5	2.6	0.3	6.6	-1.4	2.6
SMILES	Cl transport mod	L929 necroptosis	thrombin 1536	FXIIa inh	Rad51 HR inh	TNF necrop inh	KLK5 inh	Hck-Nef inh	FXIa inh 1536
c1ccc(CC(Nc2ccccn2)c2ccccc2)cc1 (stereo unspecified)	-0.428	-1.1	-3.6	5.5	18.1	3.4	5.1	26.1	-1.5
Cc1ccc(NCc2nnc(SCC(=O)Nc3nnc(C)s3)n2C)cc1	0.701	1.2	-22.8	2.5	-0.5	1.9	-6.0	18.0	-7.8
Cc1nc(N)sc1C(=O)N/N=C/c1cccnc1	-0.34	27.5	-8.6	2.4	3.3	0.5	-4.3	31.6	-0.6
O=C1NC(=S)N/C1=C\c1ccc(Oc2ccc(C(F)(F)F)cc2[N+](=O)[O-])c(Cl)c1	0.731	-0.1	-8.6	2.9	-0.3	0.9	-4.5	33.3	-3.6
COC(=O)C1CCCN1C(=O)c1cccs1 (stereo unspecified)	0.659	-0.7	4.0	17.7	10.3	0.8	-2.8	6.7	4.5
CCOc1ccc(C(C)=O)cc1N1C(=O)C2C(C1=O)C1C=CC2C12CC2 (stereo unspecified)	1.21	-0.2	-1.9	27.7	4.4	-0.5	-12.6	-1.0	13.4
CCCC(c1nnnn1C(C)(C)CC)N(Cc1ccco1)Cc1cc2ccc(OC)cc2[nH]c1=O (stereo unspecified)	-0.497	-0.1	-2.0	8.2	.	-2.9	-29.2	1.0	-6.8
COc1ccc(CNC(=O)Nc2ccc(C)c(C)c2)cc1	-0.126	0.8	0.8	9.9	9.9	-0.3	.	-6.2	4.0
CCC(C(=O)O)P(=O)(c1ccc(Cl)cc1)c1ccc(Cl)cc1 (stereo unspecified)	0.554	0.7	5.8	2.1	19.0	0.9	-6.4	9.8	-2.0
O=C(OC(C(=O)NCc1ccco1)c1ccc(Cl)cc1)c1cccs1 (stereo unspecified)	-0.074	-0.9	0.5	9.6	8.0	10.8	4.1	22.6	1.3
CCC(C)NS(=O)(=O)c1ccc(OCC(=O)Nc2ccc3c(c2)OCO3)cc1 (stereo unspecified)	0.0546	0.1	-4.9	2.2	-4.8	0.5	-28.3	-0.4	-5.9
CCNC(=S)NNC(=O)c1cc(-c2cccc(C)c2)nc2ccccc12	0.76	0.0	-2.5	16.5	1.1	-16.0	-216.6	0.0	1.2
O=C(Nc1nc2cc3c(cc2s1)OCO3)c1ccc(N2C(=O)CCC2=O)cc1	-0.021	0.4	-3.3	1.2	-13.0	5.2	-0.7	12.6	-1.5
COc1ccccc1NC(=O)Nc1ccccc1N1CCOCC1	0.000945	0.1	-1.6	0.9	-0.4	-0.3	-2.1	19.0	0.3
Cc1c(C(=O)O)cccc1-n1c(C)cc(/C=N/NC(=O)c2cc3ccccc3o2)c1C	-0.0308	0.4	1.6	15.8	-5.7	0.7	-9.8	2.7	5.9
CN1CCN(C(=S)Nc2ccc(Cl)c(Cl)c2)CC1	-0.0187	0.6	-5.4	5.0	-2.1	2.7	-11.7	-0.6	-6.8
Cc1ccc(C(=O)COC(=O)c2cccc(NC(=O)c3ccc([N+](=O)[O-])cc3[N+](=O)[O-])c2)cc1	-0.467	1.0	-0.8	15.1	7.9	-0.2	-21.8	3.5	12.8
COc1cc(Br)cc2cc(C(=O)OC3CCN(C)CC3)c(=O)oc12	-0.0924	-0.2	.	.	-3.5	-0.1	.	6.5	.
Cc1cc[n+](CC(=O)c2ccccc2)c2ccccc12	0.816	2.5	-3.5	9.0	9.7	0.6	0.8	22.5	-1.3
O=C(CSc1nnc(NC(=O)Cc2ccc(F)cc2)s1)NCc1ccco1	-0.0229	2.0	-7.2	8.8	2.1	0.6	-0.7	13.4	-7.3
O=C(O)c1ccccc1CSC1=NCCS1	1.03	1.8	2.6	7.5	12.8	-0.2	-8.6	20.3	-2.8
COc1cc(/C=C(\C#N)c2ccccn2)ccc1OCC(=O)Nc1c(Cl)cccc1Cl	0.0426	0.4	-3.5	3.7	9.0	1.6	-8.0	6.9	-2.8
COc1cccc(-c2[nH]nc3c2C(c2ccoc2)C(C#N)=C(N)O3)c1 (stereo unspecified)	-0.417	-0.1	-0.2	13.3	1.6	-3.7	-4.0	-17.0	-1.8
CC(C)Sc1nc2ccccc2c(=O)[nH]1	-0.0446	1.0	-18.0	4.8	-2.1	-0.3	-18.2	-25.4	-1.2
O=C(CCNS(=O)(=O)c1cccc2nsnc12)NC1CCN(Cc2ccccc2)CC1	0.033	0.0	2.8	18.5	-2.6	-2.9	-16.0	-0.1	-0.6
